FBW7 act = FBW7 E3 ligase activators, primary screen, biochemical, AlphaScreen, human; F-box/WD repeat-containing protein 7 (Homo sapiens), Q969H0; AlphaScreen FBW7–phospho-cyclin E peptide binding, activator screen; normalized activity (activation), % at 26.1 µM; actives 0.13% (n = 650,000); in the data active means normalized activity above about 1.9%;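 further: purified mutant Fbw7 with reduced substrate affinity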
MITF primary = MITF inhibitors, primary screen, biochemical, AlphaScreen, human. Microphthalmia-associated transcription factor (Homo sapiens), O75030. AlphaScreen MITF homodimerization, bead proximity signal. inhibition, % at 2.6 µM. actives 0.91% (n = 650,000); in the data active means inhibition above about 50%;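 further: 0% = vehicle wells with protein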
Target sequence (O75030 whole entry, looked up): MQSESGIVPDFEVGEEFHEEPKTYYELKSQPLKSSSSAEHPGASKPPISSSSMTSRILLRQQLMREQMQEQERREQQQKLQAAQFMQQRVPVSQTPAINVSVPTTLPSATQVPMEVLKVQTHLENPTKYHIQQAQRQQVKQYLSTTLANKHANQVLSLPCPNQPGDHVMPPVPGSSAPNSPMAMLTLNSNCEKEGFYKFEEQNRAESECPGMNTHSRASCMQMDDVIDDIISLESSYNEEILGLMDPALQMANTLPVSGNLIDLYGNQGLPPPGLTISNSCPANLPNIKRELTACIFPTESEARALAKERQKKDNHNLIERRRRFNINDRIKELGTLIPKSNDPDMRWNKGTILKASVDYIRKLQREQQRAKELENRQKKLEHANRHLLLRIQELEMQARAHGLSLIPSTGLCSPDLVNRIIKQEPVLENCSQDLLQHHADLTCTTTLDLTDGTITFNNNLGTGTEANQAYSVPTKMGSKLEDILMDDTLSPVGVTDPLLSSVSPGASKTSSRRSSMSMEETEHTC
TEAD-YAP inh = TEAD-YAP interaction inhibition, primary screen, TEAD-YAP interaction inhibitor project, luminescence, HEK-TIYL cells. TEAD-Gal4/YAP UAS-luciferase luminescence. inhibition, % at 9.12 µM. actives 1.4% (n = 640,000). AID 1259422, 2018; in the data active means inhibition above about 32%;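 further: 0% = median of test compound wells and 100% = reference inhibitor wells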
GPR151 ag = activators of human GPR151, primary screen, cell-based, PathHunter beta-arrestin, luminescence | actives 1% (n = 650,000) | PathHunter beta-arrestin GPR151 cells | G-protein coupled receptor 151 (Homo sapiens), Q8TDV0 | activation, % at 11.2 µM; in the data active means activation above about 4.9%;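 further: 0% = median of compound wells and 100% = cells with positive control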
Target sequence (Q8TDV0 whole entry, looked up): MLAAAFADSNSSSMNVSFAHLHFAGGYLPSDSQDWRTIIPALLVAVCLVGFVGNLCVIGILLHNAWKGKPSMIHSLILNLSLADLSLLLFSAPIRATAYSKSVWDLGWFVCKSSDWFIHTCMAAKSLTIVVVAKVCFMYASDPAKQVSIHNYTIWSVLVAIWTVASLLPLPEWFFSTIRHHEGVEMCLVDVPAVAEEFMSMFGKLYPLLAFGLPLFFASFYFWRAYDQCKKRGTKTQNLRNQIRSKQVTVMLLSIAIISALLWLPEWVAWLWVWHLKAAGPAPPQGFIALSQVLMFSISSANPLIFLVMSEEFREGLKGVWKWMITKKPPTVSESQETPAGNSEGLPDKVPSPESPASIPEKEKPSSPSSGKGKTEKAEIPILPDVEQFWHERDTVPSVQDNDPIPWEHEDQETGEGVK
* hit, by the source's call. Random draw from the library. About 3.5% of those tested had a hit in this group.

SMILES | FBW7 act | MITF primary | TEAD-YAP inh | GPR151 ag
O=C(CN1CCC2(CC1)NC(=O)c1ccccc1O2)NCc1cccs1 | -0.1 | 7 | 3 | 0.2
O=C(COc1ccccc1)Nc1ccc(N2CCC(NCCc3cccs3)CC2)cc1 | 0.0 | 8 | 28 | 0.1
COc1ccccc1Oc1coc2cc(O)ccc2c1=O | -0.1 | -7 | -10 | 0.2
Cc1cc(N2S(=O)(=O)c3ccccc3S2(=O)=O)ccc1Br | -0.1 | 0 | 6 | 0.5
Cc1ccc(S(=O)(=O)Nc2cncc(C(=O)Nc3ccc4c(c3)OCO4)c2)cc1 | -0.2 | 4 | -6 | 2.7
CCOc1ccc(/C=C/C(=O)c2c(C)nc3c(C)cccn23)cc1 | 0.2 | 16 | -1 | 0.6
Cc1ccccc1C(=O)OCC(=O)NC(=O)NC1CCCC1 | 0.1 | 10 | -1 | -1.1
COCCNC(=S)N(CCc1c(C)[nH]c2ccccc12)Cc1ccco1 | -0.2 | 11 | 3 | 0.4
NCCSc1nc(-c2ccc(F)cc2)cs1 | 0.6 | 17 | -49 | -2.3
COc1ccc(S(=O)(=O)N(C)CC(=O)Nc2ccc(Br)cc2F)cc1 | 1.1 | 19 | 8 | 1.3
COc1ccc(N(C(=O)c2cnccn2)C(C(=O)NCc2ccccc2)c2ccco2)cc1 (centres undefined) | -0.1 | 5 | -1 | -0.6
Cc1ccc(Oc2ccc3c(c2)C(=O)N(CC2CCCO2)C3=O)cc1 (centres undefined) | -0.4 | 10 | -29 | -0.2
CCOC(=O)Cc1csc(NC(=O)COc2c(C)cccc2C)n1 | 0.1 | 5 | 8 | 2.1
Cc1cc(NS(=O)(=O)c2ccc(NC(=O)c3cccc4ccccc34)cc2)no1 | 0.1 | 8 | 11 | 0.8
CCOC(=O)/C(C#N)=C/c1cc(Cl)c(O)c(Cl)c1 | 0.0 | 7 | 0 | -2.6
CCOC(=O)c1c(C)[nH]c(C(=O)COC(=O)c2ccc(OC(C)C)cc2)c1C | 0.1 | 15 | 9 | -0.2
COC(=O)c1ccc(OCC2c3cc(OC)c(OC)cc3CCN2C(=O)CC(C)C)cc1 (centres undefined) | 0.1 | -1 | -20 | 2.1
Cc1cc(NC(=O)c2ccc([N+](=O)[O-])o2)ccc1NC(=O)c1ccco1 | -0.2 | -5 | -22 | -1.3
COc1ccc(C(=O)NCc2nnc(SCC(=O)N3N=C(c4ccc(OC)cc4)CC3c3ccc(OC)cc3)n2C)cc1 (centres undefined) | 0.0 | 24 | 8 | -1.1
CCOC(=O)c1ccc(CN(Cc2ccc(C)cc2)S(=O)(=O)c2cccc([N+](=O)[O-])c2)cc1 | -0.1 | 4 | 5 | 0.1
COc1ccc(Cl)cc1NC(=O)c1c(O)c2c(n(CC(C)C)c1=O)CCCC2 | 0.1 | -4 | 10 | -0.2
NS(=O)(=O)c1ccc(NC(=O)COc2ccc(S(=O)(=O)N3CCCC3)cc2)cc1 | -0.1 | 6 | 8 | 0.3
COc1cc(Nc2ncc(C)c(NCc3cccc(C(F)(F)F)c3)n2)cc(OC)c1OC | -0.1 | -5 | 54* | 1.5
CCOc1cccc2cc(C(=O)N3CCc4ccccc4C3)c(=O)oc12 | 0.3 | -23 | -1 | 0.8
CCOC(=O)c1ccc2c(=O)n(C3CCCCC3)c(SCC(=O)C(C)(C)C)nc2c1 | 0.1 | 0 | -8 | -0.6
(further entries)
SMILES | FBW7 act | MITF primary | TEAD-YAP inh | GPR151 ag
COCCn1c(SCC(=O)N2CCCc3ccccc32)nnc1-c1ccoc1C | 0.2 | 9 | 4 | -1.4
Cc1ccc(-c2ccc(/C=c3\sc4nc5ccccc5n4c3=O)o2)c([N+](=O)[O-])c1 | -0.2 | -6 | -6 | -0.4
O=C(O)c1cc(-c2ccco2)nc2c1cnn2Cc1ccc2c(c1)OCO2 | -0.2 | 33 | 7 | 0.1
C=CCN1CCN(C(c2cccc(OC)c2OC)c2nnnn2CCC(C)C)CC1 (centres undefined) | 0.1 | 24 | 5 | -1.3
Cc1cc(C(=O)NNC(=O)Nc2ccc3c(c2)OCO3)ccc1[N+](=O)[O-] | -0.1 | 13 | 5 | -0.2
Cn1c(COc2ccc(Cl)cc2Cl)n[nH]c1=S | -0.1 | 20 | 1 | 0.2
CCCC(=O)c1ccc(N2CCN(C(=O)c3cc(F)c(F)cc3C)CC2)c(F)c1 | 0.3 | -7 | 6 | 1.2
CN(CC(=O)Nc1ccncc1)S(=O)(=O)c1ccccc1 | 0.4 | 4 | 11 | -1.0
COC(=O)/C(=C/c1c[nH]c2ccccc12)N=Cc1ccccc1 | -0.1 | -8 | 1 | -0.6
COc1cc(Nc2nccc(NCCOc3ccccc3)n2)cc(OC)c1OC | -0.1 | -1 | -9 | -0.6
COc1cc(CN2CC(C)CC(C)C2)cc(I)c1O (centres undefined) | -0.1 | -4 | 9 | -0.7
O=C(c1nc2sccn2c1CN1CCCC(c2nc3ccccc3[nH]2)C1)N1CCCCC1 (centres undefined) | 0.0 | -13 | -9 | 0.0
O=C(NC1CC1)c1ccc2nc(Oc3ccccc3)sc2c1 | -0.1 | -3 | -36 | -2.6
Nc1ccnc(-c2ccccc2)n1 | 0.5 | 14 | -6 | -0.6
OCC1CCN(C2CCCN(Cc3ccccc3-c3ccco3)C2)CC1 (centres undefined) | -0.1 | -9 | -1 | 1.2
c1ccc(CNCc2cnn(-c3ccccc3)n2)cc1 | 0.0 | 40 | -5 | -1.2
O=C(CNc1ccc2ccccc2c1)N/N=C/c1ccc(O)c([N+](=O)[O-])c1 | -0.1 | -5 | -6 | 0.0
CC(C)(C)NS(=O)(=O)c1cc(Br)cnc1N | -0.1 | -7 | -3 | -0.2
CN1C(=C(C#N)C(=O)CCl)N(C)c2ccccc21 | -0.2 | -9 | 17 | -1.4
CC(C)(C)c1cc(Cn2cc3cc([N+](=O)[O-])ccc3n2)cc(C(C)(C)C)c1O | 0.2 | 17 | 12 | -0.2
O=S(=O)(c1cccc2nsnc12)N1CCOCC1 | 0.2 | 8 | 2 | -1.3
COc1cc(OC)cc(C(=O)N[C@H](C(=O)NCc2ccco2)C(C)C)c1 | -0.1 | -4 | -2 | -0.7
CC(C)(C)CNc1cc(N2CCN(S(C)(=O)=O)CC2)ccc1[N+](=O)[O-] | 0.1 | 17 | 5 | -0.4
C=CCNC(=O)CSc1nnc(-c2cccs2)n1-c1cccc(OC)c1 | 0.1 | 19 | 7 | -1.4
COc1ccc(CNC(=O)c2ccc(C(=O)NCc3ccc(OC)cc3)cc2)cc1 | 0.1 | 13 | -2 | 1.4

An excerpt from above with just FBW7 act, MITF primary and TEAD-YAP inh.
compound,FBW7 act,MITF primary,TEAD-YAP inh
Cc1ccc(-c2ccc(/C=c3\sc4nc5ccccc5n4c3=O)o2)c([N+](=O)[O-])c1,-0.2,-6,-6
O=C(O)c1cc(-c2ccco2)nc2c1cnn2Cc1ccc2c(c1)OCO2,-0.2,33,7

Next section.
SMILES | FBW7 act | MITF primary | TEAD-YAP inh | GPR151 ag
COc1ccc2c(CNCc3ccccc3F)c(C(=O)O)[nH]c2c1 | 0.0 | 5 | 6 | -1.0
COc1ccc(C(=O)Nc2ccc(N(C)C(C)=O)cc2)cc1[N+](=O)[O-] | -0.2 | 10 | 12 | 0.0
COc1cccc(Nc2nc(N3CCN(c4ccccc4OC)CC3)nc3c2cnn3C)c1 | -0.2 | 3 | 11 | -0.1
COc1cccc(-c2cnc(NCc3cc(OC)ccc3OC)n2C)c1 | -0.5 | 33 | 8 | -0.2
CC1CCCCN1S(=O)(=O)c1ccc(C(=O)Nc2ccc(Br)cc2)cc1 (centres undefined) | 0.2 | 10 | 6 | -0.8
O=C(CSc1ncn[nH]1)N/N=C/c1cn(-c2ccccc2)nc1-c1ccccc1 | 0.1 | 12 | -4 | 0.1
COc1cccc(NC(=O)Cc2noc3ccc(C)cc23)c1 | -0.1 | 6 | -6 | -0.7
COc1ccc2cc3c(NC(=O)COc4cccc(C)c4)n[nH]c3nc2c1 | -0.2 | -1 | -1 | 1.3
COC(=O)c1ccc(NC(=O)CSc2nnc(COc3ccccc3)n2C)cc1 | -0.2 | 3 | 2 | -0.8
CCOc1ccc(N(CC(=O)N2CCC(C(N)=O)CC2)S(C)(=O)=O)cc1 | 0.1 | 6 | 6 | 0.7
CCc1cccc2c1NC(=O)C2(O)CC(=O)c1cccs1 (centres undefined) | 1.4 | 26 | -4 | -1.8
O=C(/C=C/c1ccco1)ONC1=NCCCCC1 | -0.3 | 14 | -1 | -1.8
COc1ccc(NC(=O)CNCCN2CCOCC2)cc1 | 0.1 | 93* | -2 | 0.5
COc1cccc(NC(=O)c2oc3ccccc3c2NC(=O)C2CC2)c1 | 0.3 | 15 | 15 | 0.9
Cc1c(C(=O)Nc2ccc(C(C)C)cc2)sc2ncn(CC(=O)Nc3cccc(C(F)(F)F)c3)c(=O)c12 | -0.1 | -4 | -5 | -0.5
CC1(C)CC(=O)C2=C(C1)N(CC(=O)O)C1=C(C(=O)CC(C)(C)C1)C2c1ccccc1 | 0.3 | 6 | -12 | 1.1
Cc1c(Cl)cccc1NS(=O)(=O)c1c[nH]c(=O)[nH]c1=O | 0.3 | 6 | 6 | -0.5
CC(C)(C)c1ccc(OCC(=O)N2CCN(c3ccc(O)cc3)CC2)cc1 | 0.2 | 10 | -9 | 0.6
CCOC(=O)C1=C(C)NC2=C(C(=O)C(C(=O)OCC)C(c3ccccc3OC)C2)C1c1cccc(Br)c1 (centres undefined) | 0.3 | -11 | 0 | -2.2
CCC(=O)Nc1c2c(nn1-c1ccc(C)cc1C)CSC2 | -0.1 | -7 | -2 | 0.5
NN(CCO)C1=NS(=O)(=O)c2ccccc21 | 0.5 | -4 | -7 | 1.2
CSc1nc(N)nc2sc(C(=O)c3ccc(F)cc3)c(N)c12 | 0.1 | 12 | -8 | -1.6
CN(C)c1ccc2c3c(ccc(N(C)C)c13)C1(C(F)(F)F)OC2(C(F)(F)F)c2ccc(N(C)C)c3c(N(C)C)ccc1c23 | 0.0 | 10 | 6 | -1.1
Cn1c(=O)[nH]c(=O)c2c1nc(Br)n2Cc1cccc2ccccc12 | 0.4 | 4 | 3 | -0.2
CC1CCC(C(C)C)C(OC(=O)c2cc([N+](=O)[O-])ccc2Cl)C1 (centres undefined) | 5.5* | -5 | 3 | 3.5

7 entries already listed, sorted by length of the SMILES, lowest first.
SMILES | FBW7 act | MITF primary | TEAD-YAP inh | GPR151 ag
NN(CCO)C1=NS(=O)(=O)c2ccccc21 | 0.5 | -4 | -7 | 1.2
COc1cccc(NC(=O)Cc2noc3ccc(C)cc23)c1 | -0.1 | 6 | -6 | -0.7
COc1cccc(-c2cnc(NCc3cc(OC)ccc3OC)n2C)c1 | -0.5 | 33 | 8 | -0.2
COc1ccc2c(CNCc3ccccc3F)c(C(=O)O)[nH]c2c1 | 0.0 | 5 | 6 | -1.0
COc1ccc2cc3c(NC(=O)COc4cccc(C)c4)n[nH]c3nc2c1 | -0.2 | -1 | -1 | 1.3
CC1CCC(C(C)C)C(OC(=O)c2cc([N+](=O)[O-])ccc2Cl)C1 (centres undefined) | 5.5* | -5 | 3 | 3.5
Cc1c(C(=O)Nc2ccc(C(C)C)cc2)sc2ncn(CC(=O)Nc3cccc(C(F)(F)F)c3)c(=O)c12 | -0.1 | -4 | -5 | -0.5

(further entries)
SMILES | FBW7 act | MITF primary | TEAD-YAP inh | GPR151 ag
CC(=O)Nc1nnc(C23CC4CC(CC(C4)C2)C3)s1 | 0.1 | 18 | -3 | 1.3
COc1ccc(OC)c(/C=C/c2nc(O)c([N+](=O)[O-])c(=O)[nH]2)c1 | 0.0 | 0 | 11 | 1.2
COc1ccc2c(c1)C1NC(=S)N(CCc3ccccc3)C(C)(O2)C1C(=O)Nc1ccc(C)cc1C (centres undefined) | -0.2 | 13 | 10 | 0.7
C/C(=N\NC(=O)c1ccc(Cl)cc1)c1ccc(C#N)cc1 | 0.0 | -8 | -10 | 1.2
CCOC(=O)C(C)(C)Sc1ncnc2c1c(-c1ccccc1)cn2-c1ccc(OCC)cc1 | 0.4 | 17 | -10 | 0.7
COCC1CCCN(C(=O)NC2CCCCC2)C1 (centres undefined) | 0.2 | 8 | 4 | -1.0
O=C(O)c1ccccc1C(=O)c1ccc(N2CCCCC2)c([N+](=O)[O-])c1 | -0.2 | 8 | -1 | -0.6
O=c1cc(CO)oc(C(Nc2ccccn2)c2cccc(F)c2)c1O (centres undefined) | 0.3 | 22 | -3 | 2.0
O=C(Nc1nnc(Cc2cccc(Br)c2)s1)c1cccs1 | 0.0 | 7 | 0 | 0.8
Nc1ccc(OCCOCCOc2ccc(N)cc2)cc1 | -0.1 | -9 | -6 | -0.8
COCC(C)NC(=O)NC1(C(F)(F)F)Oc2ccc(Cl)cc2O1 (centres undefined) | -0.1 | 6 | -33 | -0.6
Cc1cc2ncn(C(=O)c3cc(-c4ccccc4)nc4ccccc34)c2cc1C | 0.3 | 8 | -6 | -0.5
COC(=O)c1c(OC(C)C)cc(=O)n2c1CCN(Cc1ccc(CO)o1)CC2 | 0.0 | 7 | 8 | 1.6
Cc1ccccc1C(=O)N/N=C/c1ccc([N+](=O)[O-])s1 | 0.1 | 9 | 14 | -0.7

Source: PubChem
